PfGluPho inh: PfG6PD enzyme inhibitors, primary screen, biochemical, fluorescence intensity, uHTS; glucose-6-phosphate dehydrogenase-6-phosphogluconolactonase (Plasmodium falciparum 3D7); PfGluPho enzyme, NADPH resazurin-diaphorase fluorescence; inhibition, % at 20 µM; 350,000 tested, 0.78% active; AID 504690, 2011;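 active = inhibition reaching at least a set limit at 20 µM in the primary screen, cut at about 59% in these data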;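 also: 0% = DMSO wells with substrate and 100% = DMSO wells lacking glucose-6-phosphate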
mIAP act: activators of mouse IAP, primary screen, biochemical, luminescence, uHTS | intestinal alkaline phosphatase [Mus musculus] | muIAP, CDP-Star luminescence, 30 min; active compounds read high; 1 = vehicle-only enzyme signal, 0 = enzyme-free wells | activation factor at 10 µM | 330,000 tested, 0.24% active;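 active = activation factor of at least 2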; also: the source names both 10 and 20 µM as test concentration; values of inactives mirror those of a sister screen read the other way
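Assay system: mouse IAP enzyme; reagent: chemiluminescent substrate CDP-Star; dosing: test compounds delivered from DMSO solution; schedule: 30 min at room temperature; measured by: luminescence from enzymatic CDP-Star hydrolysis; controls: DMSO-only wells and no-enzyme negative control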
HKDC1 inh: HKDC1 hexokinase inhibitors, primary screen, biochemical, fluorescence, uHTS | recombinant HKDC1, G6PDH/diaphorase resazurin coupled fluorescence | 340,000 tested, 0.16% active | AID 493160, 2011 | inhibition, % at 20 µM | Q2TB90;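 active = inhibition above about 35% when tested at 20 µM, limit read from the data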;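 also: plate controls were DMSO wells with enzyme for no effect and DMSO wells lacking enzyme for full effect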
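Assay system – recombinant HKDC1 (HK5) hexokinase enzyme, produced in-house · Input – HKDC1 at 5 µg/mL · Reagent – glucose plus 1 mM ATP as hexokinase substrates · Timing – 90 min reaction incubation at room temperature, dark · Measured by – G6PDH/diaphorase-coupled fluorescence, 1 mM NADP, 100 µM resazurin, 525/613 nm · Benchmarks – DMSO-enzyme wells negative, buffer-substituted wells positive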
A3A deaminase: APOBEC3A ssDNA deaminase inhibitors, primary screen, selectivity assay for APOBEC3G inhibitor project, biochemical, FAM/TAMRA oligo cleavage fluorescence; recombinant A3A, FAM/TAMRA ssDNA deamination fluorescence; inhibition, % at 20 µM; 330,000 tested, 0.41% active; AID 493011, 2011;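 active = at least 40% inhibition at 20 µM here, with at most 30% in a related deaminase screen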;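 also: plate controls were A3A with DMSO for no effect and wells lacking A3A enzyme for full effect; some results filed as inactive read as strong as hits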
hIAP act: human IAP activators, primary screen, biochemical, luminescence, uHTS; activation factor at 10 µM; AID 2524, 2010; purified human IAP, CDP-Star luminescence, 30 min; active compounds read high; 1 = vehicle-only enzyme, 0 = enzyme-free background; 330,000 tested, 0.16% active;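 active = activation factor of the enzyme at least 2-fold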; also: the source names both 10 and 20 µM as test concentration; values of inactives mirror those of a sister screen read the other way
Target sequence (P09923 whole entry, looked up): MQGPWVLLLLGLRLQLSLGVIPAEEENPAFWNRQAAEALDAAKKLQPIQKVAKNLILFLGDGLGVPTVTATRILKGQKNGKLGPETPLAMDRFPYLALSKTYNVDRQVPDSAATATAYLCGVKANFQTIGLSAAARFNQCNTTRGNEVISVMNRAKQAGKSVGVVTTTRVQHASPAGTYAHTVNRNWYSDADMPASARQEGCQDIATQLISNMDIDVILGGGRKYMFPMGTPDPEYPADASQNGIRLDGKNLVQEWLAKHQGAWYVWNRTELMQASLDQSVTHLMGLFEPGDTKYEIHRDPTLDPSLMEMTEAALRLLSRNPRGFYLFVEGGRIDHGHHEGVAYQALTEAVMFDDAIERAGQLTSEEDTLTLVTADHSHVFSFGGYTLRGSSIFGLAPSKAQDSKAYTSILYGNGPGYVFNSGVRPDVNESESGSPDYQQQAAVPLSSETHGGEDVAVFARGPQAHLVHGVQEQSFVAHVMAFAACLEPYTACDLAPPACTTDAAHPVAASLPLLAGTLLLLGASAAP
hIAP block: human IAP inhibitors, primary screen, biochemical, luminescence, uHTS; 330,000 tested, 0.12% active; AID 2544, 2010; purified IAP, CDP-Star luminescence, 30 min; Intestinal-type alkaline phosphatase (Homo sapiens), P09923; inhibition, % at 10 µM;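 active = inhibition reaching a set limit with compound at 10 µM in the primary screen, cut at about 35% in these data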;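 also: plate controls were DMSO wells with enzyme for no effect and no-enzyme buffer wells for full effect; values of inactives mirror those of a sister screen read the other way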
mIAP inh: inhibitors of mouse IAP, primary screen, biochemical, luminescence, uHTS | inhibition, % at 10 µM | purified mouse IAP, CDP-Star luminescence, 30 min | 330,000 tested, 0.2% active | intestinal alkaline phosphatase [Mus musculus];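 active = inhibition of at least 40% at 10 µM in the primary screen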;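 also: plate controls were DMSO with enzyme for no effect and no enzyme wells for full effect; values of inactives mirror those of a sister screen read the other way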
ATG4B inhibitor: ATG4B protease inhibitors, primary screen, biochemical, fluorescence, uHTS | ATG4B cleavage of LC3-PLA2, NBD-HPC fluorescence, 1 h | inhibition, % at 8.33 µM | 340,000 tested, 0.51% active; in the data active = inhibition above about 40%
Target sequence (Q9Y4P1 whole entry, looked up): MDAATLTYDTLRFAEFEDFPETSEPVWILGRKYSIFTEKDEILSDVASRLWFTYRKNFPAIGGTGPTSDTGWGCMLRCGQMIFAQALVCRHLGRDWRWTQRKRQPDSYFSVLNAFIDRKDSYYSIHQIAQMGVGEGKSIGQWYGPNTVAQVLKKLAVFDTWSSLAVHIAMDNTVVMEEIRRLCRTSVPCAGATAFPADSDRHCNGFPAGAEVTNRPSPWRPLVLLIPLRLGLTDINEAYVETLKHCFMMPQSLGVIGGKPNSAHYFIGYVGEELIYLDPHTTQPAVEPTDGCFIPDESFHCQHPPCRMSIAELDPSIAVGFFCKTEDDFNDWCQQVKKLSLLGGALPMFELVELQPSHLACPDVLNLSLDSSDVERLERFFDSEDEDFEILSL
An asterisk follows results filed as active.

(1) CC1(C)CC(=O)c2cnc3nc4ccccc4n3c2C1
(2) Nc1ncc(Br)cc1S(=O)(=O)NCCC(=O)NCc1ccc(F)cc1
(3) Cc1ccc(NCC(=O)c2ccc(C)cc2)cc1
(4) CC(=O)c1ccc(S(=O)(=O)N(C)CCCC(=O)N(C)Cc2ccccc2F)cc1
(5) COC(=O)CCN(C(=O)c1ccc(OC(C)=O)cc1)c1ccccn1
(6) O=C(COc1ccccc1)N1CCN=C1SCc1ccc(F)cc1
(7) CN(C)c1ccc(/C=N/NC(=O)c2ccn(C)n2)cc1
(8) CC(=O)N1CCc2cc(C(=O)CN3CCN(c4ccccn4)CC3)ccc21
Assay by compound	1	2	3	4	5	6	7	8
PfGluPho inh	-7	-4	-9	-7	0	3	11	-10
mIAP act	1.1	1	1	1	0.91	0.96	1.1	0.9
HKDC1 inh	-7	-3	6	-3	-1	4	-3	1
A3A deaminase	4	-4	-2	2	-2	-2	-2	2
hIAP act	0.99	0.93	1.1	0.96	0.92	0.88	0.93	1.1
hIAP block	1	7	-13	4	8	12	7	-9
mIAP inh	-8	-1	-2	0	9	4	-6	10
ATG4B inhibitor	-7	-5	3	-9	-13	4	-8	-3

(9) Cc1ccc(CNC(=O)Cn2cccc2C(=O)c2ccccc2)cc1
(10) N#CCCN(C(=O)CSc1ccc2c(c1)OCCO2)c1ccc(F)cc1
(11) CCN(C[C@H]1N[C@@](CC)(C(=O)OC)[C@H]2C(=O)N(Cc3ccccc3)C(=O)[C@@H]12)C(=O)c1ccccc1
(12) Cn1c(=O)c2ncn(CC(=O)Nc3ccc4c5c(cccc35)CC4)c2n(C)c1=O
(13) CN(C(=O)C1CCC(=O)N(Cc2cccc(F)c2)C1)C1CCCCC1 (stereo not given)
(14) Cc1nc(C)c(-c2csc(N)n2)s1
(15) O=C(CCC(=O)N/N=C/c1ccc(Br)s1)NCc1ccccc1
(16) COc1ccc(N/N=C(C)/C(=N/O)C(=O)Nc2ccccc2)cc1
Assay by compound	9	10	11	12	13	14	15	16
PfGluPho inh	-4	-7	-8	35	17	8	28	6
mIAP act	0.98	1	1	1	1	1	0.9	0.94
HKDC1 inh	0	-5	0	-1	-1	0	11	10
A3A deaminase	3	2	1	-2	-8	1	1	-3
hIAP act	1.1	1	1.1	1.1	1.2	1.1	1.1	1
hIAP block	-15	-3	-7	-11	-23	-10	-7	-1
mIAP inh	2	-4	0	-2	-1	0	10	6
ATG4B inhibitor	-5	11	-15	-2	-3	1	-12	-16

(17) Cn1c(SCc2nc3ccccc3[nH]2)nnc1-c1cnccn1
(18) CCCS(=O)(=O)Nc1c(C(=O)OC)[nH]c2ccccc12
(19) Cc1cccc(-c2noc(CN(C(C)C)S(=O)(=O)c3ccc(F)cc3)n2)c1
(20) CCOc1ccc(C(C)C)cc1S(=O)(=O)Nc1ccc(Cl)cn1
(21) CCN(CC(=O)Nc1ccccc1OC)C(=O)C1CCCC1
(22) COc1ccc(Br)cc1CNC(=O)C1CCN(S(=O)(=O)N2CCC(C)CC2)CC1
(23) Cc1ccc(Nc2nc3ccccc3n3cnnc23)c(Cl)c1
(24) CC(=O)N1c2ccccc2C2CCCC[C@@H]21 (stereo not given in full)
Assay by compound	17	18	19	20	21	22	23	24
PfGluPho inh	24	6	13	-8	1	0	-7	12
mIAP act	1.1	1.1	1	0.87	0.98	1.2	0.98	1
HKDC1 inh	2	7	2	-7	1	-6	0	-4
A3A deaminase	2	-2	1	-3	-6	-3	-4	-2
hIAP act	1.4	1	0.79	0.95	0.95	0.89	0.85	1
hIAP block	-35	-4	21	5	5	11	15	-4
mIAP inh	-8	-11	-1	13	2	-20	2	-2
ATG4B inhibitor	1	-10	-3	-2	-1	42*	-1	3

(25) C=CCN(CC=C)c1nc2ccccc2nc1C(C#N)C(=O)OCCOC (stereo not given)
(26) O=C1CN(C(=O)/C=C/c2ccc(Cl)cc2Cl)CCN1
(27) CCN(CC(F)(F)C(F)F)S(=O)(=O)c1ccc(NC(=O)OC)cc1
(28) O=C1c2cccc3cccc(c23)C(=O)N1Cc1ccco1
(29) COc1ccc2c(c1)C(C)=CC(C)(C)N2S(=O)(=O)c1ccc(C)cc1
(30) CCOC(=O)C1=C(COC(=O)[C@@H]2CCCN2S(=O)(=O)c2ccc(C)cc2)NC(=O)NC1C (stereo not given in full)
(31) O=C(c1ccc2c(c1)OCCO2)C1CCN(C(=O)c2ccc(F)cc2)CC1
(32) COc1cccc(OCc2cc(/C=N/n3cncn3)ccc2OC)c1
Assay by compound	25	26	27	28	29	30	31	32
PfGluPho inh	16	-7	9	3	1	17	-3	7
mIAP act	1	0.93	0.87	0.89	0.95	1	0.99	1.1
HKDC1 inh	5	-2	-1	-15	4	-8	4	1
A3A deaminase	-4	-2	1	-3	-2	1	4	-4
hIAP act	0.91	0.92	1	1	0.92	0.92	0.84	1
hIAP block	9	8	-2	0	8	8	16	-1
mIAP inh	0	7	13	11	5	0	1	-11
ATG4B inhibitor	-3	1	-13	4	4	8	-3	-6

(33) COc1ccc(N2CCN(C3CC(=O)N(C)C3=O)CC2)cc1 (stereo not given)
(34) Cc1ccc(SCC(=O)OCC(=O)NCCc2ccc(S(N)(=O)=O)cc2)c(C)c1
(35) CS(=O)(=O)N1CCC(C(=O)Nc2ccccc2Cl)CC1
(36) Cc1ccc2c(Cl)cc(Cl)c(OCC(=O)N(C(C)C)C(C)C)c2n1
(37) O=C(Nc1ccccc1)c1ccc(Br)o1
(38) COC(=O)c1sc(S(=O)(=O)Nc2ccc3cn[nH]c3c2)c(C(=O)OC)c1C
(39) O=C(COC(=O)Cn1cnc2ccccc21)Nc1cc(S(=O)(=O)N2CCOCC2)ccc1Cl
(40) COc1ccc(-c2csc(NCCc3nc4cc(Cl)c(Cl)cc4n3CCCO)n2)cc1
Assay by compound	33	34	35	36	37	38	39	40
PfGluPho inh	-10	13	-18	12	6	-4	-20	17
mIAP act	1.1	0.92	1	0.93	0.92	1	0.95	0.89
HKDC1 inh	1	-7	0	0	-6	4	-8	13
A3A deaminase	8	-1	-6	-1	-1	4	3	-3
hIAP act	1	1.1	0.93	0.82	0.91	0.97	1.2	1.1
hIAP block	-3	-8	7	18	9	3	-16	-5
mIAP inh	-7	8	-2	7	8	0	5	11
ATG4B inhibitor	4	-11	7	3	-5	-10	-4	-21

(41) O=C(/C=C/c1ccccc1[N+](=O)[O-])N1CCCCC1
(42) Cc1ccc(N(CC(=O)NC2CCCCC2)C(=O)CNC(=O)c2ccco2)cc1F
(43) Cc1cccc(OCC(=O)N/N=C/c2ccc3c(c2)OCO3)c1
(44) Cc1ccc(NS(=O)(=O)c2ccc(C)c(C(=O)NCC(c3ccccc3)N(C)C)c2)cc1 (stereo not given)
(45) COc1ccccc1NC(=O)Cn1nc(-c2ccc3c(c2)OCCO3)ccc1=O
(46) O=C(CN1C(=O)CSc2ccc(S(=O)(=O)N3CCOCC3)cc21)NCCCN1CCCCC1
(47) O=C(N=C1SC2CS(=O)(=O)CC2N1c1ccc(Cl)cc1)C1CCCO1 (stereo not given)
(48) COc1cc(CCCN2CCNC[C@@H]2C(C)O)cc(OC)c1OC (stereo not given in full)
Assay by compound	41	42	43	44	45	46	47	48
PfGluPho inh	-15	-9	-23	18	-7	11	5	7
mIAP act	0.97	0.93	1	1.1	1.1	1	0.9	1.1
HKDC1 inh	5	-4	15	-2	21	-6	3	-7
A3A deaminase	0	-5	0	-2	-3	1	1	1
hIAP act	0.9	0.92	0.98	1.1	1.1	1.1	1.1	0.86
hIAP block	10	8	2	-7	-8	-12	-9	14
mIAP inh	3	7	-4	-7	-10	-3	10	-12
ATG4B inhibitor	1	1	3	-7	-8	-6	-3	-5

(49) Cc1cccc(N(C)c2ccc3cc(S(=O)(=O)N4CCCC4)ccc3n2)c1
(50) COc1ccc(CNc2ccc(N3CCOCC3)cc2)cc1
(51) Cc1csc(SCC(=O)c2ccc(S(=O)(=O)N3CCOCC3)cc2)n1
(52) COc1ccccc1N1CCN(C(=O)CSc2nc3ccccc3o2)CC1
(53) Cc1nc(NC(=O)c2ccc(-c3cc4ccccc4oc3=O)cc2)ccc1Br
(54) CCNC(=O)N(CC)C[C@H]1N[C@@](C)(C(=O)OC)[C@H]2C(=O)N(Cc3ccccc3)C(=O)[C@@H]12
(55) CN(C(=O)COC(=O)C1CSC2(C)CCC(=O)N12)c1ccccc1 (stereo not given)
(56) CCOC(=O)CN1CC23C=CC(O2)C(C(=O)NCc2ccccc2OC)C3C1=O (stereo not given)
Assay by compound	49	50	51	52	53	54	55	56
PfGluPho inh	2	20	12	17	-17	-5	7	-3
mIAP act	0.94	0.98	0.85	0.94	0.98	1	0.95	1
HKDC1 inh	2	0	0	5	-8	1	-4	-9
A3A deaminase	-5	-8	-2	2	1	-5	3	4
hIAP act	1.3	1.2	0.95	0.89	0.84	0.98	1.2	1.1
hIAP block	-27	-21	5	11	16	2	-24	-9
mIAP inh	6	2	15	6	2	-2	4	0
ATG4B inhibitor	-1	0	-2	-6	8	8	-3	-2

(57) COC(=O)c1ccc2c(=O)n(NC(C)=O)c(=S)[nH]c2c1
(58) O=C(CN1CCN(Cc2ccccc2)CC1)N/N=C/C=C/c1ccccc1[N+](=O)[O-]
(59) CCC(C)NC(=O)C1CCN(c2nc(C)cc(C)n2)CC1 (stereo not given)
(60) N#CC1=C(N)N(c2ccccc2)C2=C(C(=O)CCC2)C1c1ccsc1 (stereo not given)
(61) CCCc1cc(=O)oc2cc(OCC(=O)NCCCn3ccnc3)ccc12
(62) Cc1ccccc1OCC(=O)NNC(=O)c1ccc2c(=O)n3c(nc2c1)CCC3
Assay by compound	57	58	59	60	61	62
PfGluPho inh	-9	3	-14	12	-11	-14
mIAP act	0.98	0.94	0.97	0.96	1.1	0.94
HKDC1 inh	-7	-10	5	15	0	-5
A3A deaminase	-3	-4	-1	-1	4	-4
hIAP act	1.1	0.99	1	0.86	0.92	1.1
hIAP block	-5	1	-3	14	8	-8
mIAP inh	2	6	3	4	-5	6
ATG4B inhibitor	-3	5	0	0	9	-4

Entries of single compounds as entered above. Values in the order: PfGluPho inh | mIAP act | HKDC1 inh | A3A deaminase | hIAP act | hIAP block | mIAP inh | ATG4B inhibitor
`Cc1ccccc1OCC(=O)NNC(=O)c1ccc2c(=O)n3c(nc2c1)CCC3` is entered as -14 | 0.94 | -5 | -4 | 1.1 | -8 | 6 | -4
`CCCc1cc(=O)oc2cc(OCC(=O)NCCCn3ccnc3)ccc12` is entered as -11 | 1.1 | 0 | 4 | 0.92 | 8 | -5 | 9
`COC(=O)c1ccc2c(=O)n(NC(C)=O)c(=S)[nH]c2c1` is entered as -9 | 0.98 | -7 | -3 | 1.1 | -5 | 2 | -3
`O=C(CN1CCN(Cc2ccccc2)CC1)N/N=C/C=C/c1ccccc1[N+](=O)[O-]` is entered as 3 | 0.94 | -10 | -4 | 0.99 | 1 | 6 | 5
